Screening data: PubChem, NMMLSC
Bim-Bcl-2 = inhibitors of Bim-Bcl-2 binding, primary screen, biochemical, multiplexed, human Bcl-2 family | Apoptosis regulator Bcl-2 (Homo sapiens), P10415 | Bead-based flow cytometry, Bim peptide-Bcl-2 binding | inhibition, % at 10 µM | 0.06% of 190,000 active | AID 950, 2007; in the data active means inhibition above about 40%;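 further: 0% = no compound wells with probe peptide and 100% = reference peptide inhibitor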
RGS7-Gao reg = RGS7-Galphao binding modulators, primary screen, biochemical, multiplexed bead flow cytometry. Guanine nucleotide-binding protein G(o) subunit alpha (Homo sapiens), P09471. actives lie on both sides. binding response (% of control), % at 10 µM. 0.35% of 220,000 active. AID 1439, 2008; in the data active means binding response below about 49% or above about 150%;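 further: fluorescent Galphao held in activated GDP-AlF4 state binding bead-coupled RGS7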
RGS4-Gao reg = modulators of RGS4 binding to Galphao, primary screen, biochemical, multiplexed bead flow cytometry. Guanine nucleotide-binding protein G(o) subunit alpha (Homo sapiens), P09471. actives lie on both sides. binding response (% of control), % at 10 µM. 0.33% of 220,000 active; in the data active means binding response below about 49% or above about 150%; inactive means in between;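 further: fluorescent Galphao activated with aluminum fluoride binding bead-coupled RGS4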
Bim-Bcl-XL = inhibitors of Bim-Bcl-XL binding, primary screen, biochemical, multiplexed, bead flow cytometry, human Bcl-XL. inhibition, % at 10 µM. 0.04% of 190,000 active. Bim peptide-Bcl-XL binding, fluorescence. Bcl-2-like protein 1 (Homo sapiens), Q07817
Bcl-W Bim block = inhibitors of Bim binding to Bcl-W, primary screen, biochemical, multiplexed, bead-based flow cytometry; Bim peptide-Bcl-W binding; inhibition, % at 10 µM; 0.02% of 190,000 active;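 further: 0% = bound tracer without compound and 100% = peptide blocker; higher means less fluorescent Bim peptide bound to Bcl-W beads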
Bim-Bfl-1 = inhibitors of Bim binding to Bfl-1, primary screen, biochemical, multiplexed, bead-based flow cytometry; Bcl-2-related protein A1 (Homo sapiens), Q16548; Bim-Bfl-1 binding inhibition; inhibition, % at 10 µM; 0.12% of 190,000 active; AID 1008, 2008;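 further: 0% = wells without compound plus tracer and 100% = blocker peptide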
ABCG2 inh = ABCG2 efflux pump inhibitors, primary screen, multiplex with ABCB1, IgMXP3 cells, flow cytometry | Broad substrate specificity ATP-binding cassette transporter ABCG2 (Homo sapiens), Q9UNQ0 | JC-1 efflux | inhibition, % at 6.6 µM | 0.1% of 190,000 active | AID 1325, 2008;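 active means inhibition above 80%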;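 further: 0% = DMSO and 100% = nicardipine control wells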
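Test system: IgMXP3 cells (ABCG2) mixed with DDAO far-red-labelled CCRF-Adr cells (ABCB1). Reagent: JC-1 transporter substrate. Compound dosing: single test compound dose, 6.6 µM final. Times: 10 min compound exposure, 25 °C. Detection: flow cytometry of retained JC-1 fluorescence. Read-out basis: efflux inhibition in percent versus controls. Controls: nicardipine and DMSO wells.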
Avidin bead fluor = green autofluorescence of compounds with avidin beads – biophysical, 488/530 nm, flow cytometry, artefact control, profiling panel; compound fluorescence 488/530 nm; stronger effect = higher value; fluorescence (KMESF) at 10 µM; 0.38% of 220,000 active; AID 1775, 2009; in the data active means fluorescence above about 47; further: inactives centre near 10
Bcl-B Bim block = inhibitors of Bim-Bcl-B binding, primary screen, biochemical, multiplexed, human Bcl-2 family | AID 951, 2007 | 0.073% of 190,000 active | Bcl-2-like protein 10 (Homo sapiens), Q9HD36 | inhibition, % at 10 µM | bead-based flow cytometry, Bim peptide-Bcl-B binding;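 further: 0% = tracer peptide without compound and 100% = reference inhibitor peptide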
ABCB1 inh = ABCB1 efflux pump inhibitors, primary screen, cell-based, multiplex, flow cytometry, ABCG2 counter-screen | ATP-dependent translocase ABCB1 (Homo sapiens), P08183 | 0.067% of 190,000 active | CCRF-Adr cells, JC-1 efflux | inhibition, % at 6.6 µM; in the data active means inhibition above about 40%;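 further: 0% = vehicle and 100% = reference inhibitor; higher value means more JC-1 retained so stronger ABCB1 efflux block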
Target sequence (P08183 whole entry, looked up): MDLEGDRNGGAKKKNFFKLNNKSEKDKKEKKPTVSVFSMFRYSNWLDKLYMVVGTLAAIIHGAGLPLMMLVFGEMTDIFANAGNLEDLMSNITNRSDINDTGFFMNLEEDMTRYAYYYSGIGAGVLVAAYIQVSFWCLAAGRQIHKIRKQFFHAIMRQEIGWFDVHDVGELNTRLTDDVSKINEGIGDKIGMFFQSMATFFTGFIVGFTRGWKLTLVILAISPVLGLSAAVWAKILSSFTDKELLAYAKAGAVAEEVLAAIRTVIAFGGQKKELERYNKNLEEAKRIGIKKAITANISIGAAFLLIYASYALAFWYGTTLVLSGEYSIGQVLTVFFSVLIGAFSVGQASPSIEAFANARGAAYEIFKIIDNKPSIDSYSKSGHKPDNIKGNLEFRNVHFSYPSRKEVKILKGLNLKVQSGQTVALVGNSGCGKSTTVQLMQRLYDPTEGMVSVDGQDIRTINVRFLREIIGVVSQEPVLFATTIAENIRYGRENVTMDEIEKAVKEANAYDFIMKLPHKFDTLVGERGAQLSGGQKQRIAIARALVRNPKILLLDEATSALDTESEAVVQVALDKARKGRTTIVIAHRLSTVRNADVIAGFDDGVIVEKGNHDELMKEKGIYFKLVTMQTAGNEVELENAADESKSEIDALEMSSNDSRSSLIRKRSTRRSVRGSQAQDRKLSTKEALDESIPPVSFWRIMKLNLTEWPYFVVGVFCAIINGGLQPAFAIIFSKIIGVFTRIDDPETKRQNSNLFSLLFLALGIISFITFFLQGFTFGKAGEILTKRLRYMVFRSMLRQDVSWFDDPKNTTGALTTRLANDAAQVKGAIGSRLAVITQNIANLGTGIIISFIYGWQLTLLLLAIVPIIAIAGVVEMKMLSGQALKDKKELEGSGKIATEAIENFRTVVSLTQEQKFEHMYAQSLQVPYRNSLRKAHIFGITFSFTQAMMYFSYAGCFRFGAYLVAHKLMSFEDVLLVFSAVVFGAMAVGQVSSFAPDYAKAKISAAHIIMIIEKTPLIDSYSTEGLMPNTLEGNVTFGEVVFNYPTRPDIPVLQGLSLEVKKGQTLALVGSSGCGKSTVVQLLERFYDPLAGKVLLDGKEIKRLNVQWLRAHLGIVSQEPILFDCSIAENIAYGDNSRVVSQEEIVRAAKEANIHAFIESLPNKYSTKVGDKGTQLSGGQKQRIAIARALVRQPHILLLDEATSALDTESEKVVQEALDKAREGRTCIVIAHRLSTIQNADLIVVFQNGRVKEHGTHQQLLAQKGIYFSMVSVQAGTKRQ
GSH fluor = compound fluorescence on glutathione beads, profiling panel, artefact control, biophysical, 488/530 nm, flow cytometry; GSH beads flow cytometry, compound fluorescence 488/530 nm; stronger effect = higher value; fluorescence (KMESF) at 10 µM; 0.25% of 190,000 active; in the data active means fluorescence above about 89;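 further: glutathione beads carrying GST-tagged Bcl family fusion proteins plus one bare bead set; values are compound well signal with DMSO vehicle wells as background; inactives centre near 16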
* = called active by the depositor. Unless noted, no stated cut-off is given here; in the data, active means inhibition above about 40%.

molecule | Bim-Bcl-2 | RGS7-Gao reg | RGS4-Gao reg | Bim-Bcl-XL | Bcl-W Bim block | Bim-Bfl-1 | ABCG2 inh | Avidin bead fluor | Bcl-B Bim block | ABCB1 inh | GSH fluor
CCN(c1ccccc1)S(=O)(=O)c1ccc(Cl)c(NC(=O)COC(=O)c2ccc(O)cc2)c1 | -3 | 98 | 99 | -4 | 0 | 0 | 12 | 12 | -2 | 0.3 | 11
CCOC(=O)CNC(=O)CSc1ncnc2c1cnn2Cc1ccccc1 | -5 | 94 | 99 | 5 | 3 | -6 | 3 | 3 | -8 | 0.6 | 53
CC(=O)c1cnc(Nc2nc(C)c3cc(C)c(C)cc3n2)nc1C | -6 | 98 | 102 | -6 | -1 | -14 | 4 | 17 | -8 | 1.2 | 31
COc1ccc2[nH]c(=O)c(CN(C(=O)NC3CCCCC3)C3CCCCC3)cc2c1 | 1 | 100 | 100 | -3 | 0 | -9 | 3 | 7 | -1 | 0.9 | 19
CC(C)Sc1cc(N2CCCC2)nc(-c2ccc(F)cc2)n1 | -6 | 100 | 100 | -1 | 0 | -14 | 5 | 11 | -8 | -0.1 | 33
COc1ccccc1CNS(=O)(=O)c1ccc(C)cc1 | -9 | 98 | 99 | -7 | 5 | -8 | 0 | 12 | -7 | 0.0 | 10
Cc1cc(C)cc(OCC(=O)NNC(=O)C2CCCO2)c1 (stereo unspecified) | 0 | 94 | 91 | -1 | 0 | -1 | 0 | 24 | -3 | 0.3 | 12
COc1ccc(CCNC(=O)c2ccccc2Cl)cc1OC | -5 | 95 | 97 | -1 | -3 | -10 | 5 | 12 | -3 | 1.0 | 14
Cc1nonc1C(=O)N/N=C/c1ccc(O)cc1O | 2 | 78 | 84 | 0 | 0 | -1 | 2 | 19 | -4 | 0.2 | 11
COc1cccc([C@H](O)Cn2cc(-c3ccc(CON=C(C)C)cc3)nn2)c1 | 2 | 103 | 103 | 0 | -1 | -1 | 10 | 9 | -5 | 0.8 | 19
Cc1ccc(C)c(S(=O)(=O)Nc2ccccc2C(=O)Nc2ccc(S(=O)(=O)Nc3ncccn3)cc2)c1 | 1 | 95 | 97 | -2 | -2 | 0 | -1 | 13 | 0 | -0.8 | 6
O=C(N/C(=C\c1cccs1)C(=O)N1CCOCC1)c1ccco1 | 0 | 102 | 99 | -2 | -3 | 0 | 3 | 12 | 0 | -0.1 | 12
O=C(O)CCn1c(-c2ccccc2)cc2ccccc21 | -1 | 100 | 99 | 0 | 0 | -2 | 2 | 12 | -2 | 0.3 | 11
COc1cc2oc(=O)c(Br)c(C)c2c(OC)c1OC | -7 | 101 | 100 | -3 | 4 | -7 | 1 | 7 | -4 | 0.1 | 6
CCc1c(C)c2c(C)nn(-c3ccccc3)c2[nH]c1=O | -5 | 104 | 103 | -1 | 2 | -9 | 2 | 12 | -4 | 0.1 | 53
CCOC(=O)C1C(c2cccs2)NC(=O)N(C)C1(O)C(F)(F)F (stereo unspecified) | -3 | 107 | 100 | -3 | -2 | -2 | 4 | 59* | 0 | 1.0 | 10
Cc1sc(NC(=O)c2oc3ccccc3c2C)c(C#N)c1C | 1 | 98 | 92 | -1 | -1 | 0 | 0 | 9 | -2 | 0.0 | 48
Cc1cccc2nc(=S)n(C(=O)c3ccco3)n12 | 2 | 104 | 103 | 1 | -1 | 1 | 1 | 10 | 1 | -0.6 | 9
CCc1c(C)nc(SCC(=O)N2C(C)CCCC2C)[nH]c1=O (stereo unspecified) | -4 | 102 | 102 | 0 | -3 | -1 | 0 | 8 | -3 | 0.1 | 68
Cc1ccc(NC(=O)CC2SC(=NCC3CCCO3)NC2=O)cc1Cl (stereo unspecified) | -15 | 100 | 95 | -4 | -4 | -19 | 12 | 26 | -6 | 0.4 | 17
COc1cccc(N2CCN(CC(=O)Nc3ccc(SC(F)F)cc3)CC2)c1 | -4 | 106 | 102 | -2 | 2 | -3 | 12 | 10 | -3 | 0.5 | 12
Cc1cccn2c(=O)c(/C=N/O)c(N3CCOCC3)nc12 | 0 | 97 | 100 | -1 | 0 | -5 | 21 | 7 | -1 | -0.4 | 14
CCOC(=O)CN1CC23C=CC(O2)C(C(=O)NCc2cccs2)C3C1=O (stereo unspecified) | -7 | 103 | 104 | 6 | -1 | -11 | 0 | 4 | -8 | -0.1 | 34
CCN(CC)CCN(CC)Cc1ccccc1Br | -9 | 100 | 101 | -9 | -3 | -15 | 12 | 12 | -6 | 1.2 | 25

Quoted from the entries so far (2 entries):
molecule | Bim-Bcl-2 | RGS7-Gao reg | RGS4-Gao reg | Bim-Bcl-XL | Bcl-W Bim block | Bim-Bfl-1 | ABCG2 inh | Avidin bead fluor | Bcl-B Bim block | ABCB1 inh | GSH fluor
CCOC(=O)CN1CC23C=CC(O2)C(C(=O)NCc2cccs2)C3C1=O (stereo unspecified) | -7 | 103 | 104 | 6 | -1 | -11 | 0 | 4 | -8 | -0.1 | 34
CCN(CC)CCN(CC)Cc1ccccc1Br | -9 | 100 | 101 | -9 | -3 | -15 | 12 | 12 | -6 | 1.2 | 25

Going on with the list.
molecule | Bim-Bcl-2 | RGS7-Gao reg | RGS4-Gao reg | Bim-Bcl-XL | Bcl-W Bim block | Bim-Bfl-1 | ABCG2 inh | Avidin bead fluor | Bcl-B Bim block | ABCB1 inh | GSH fluor
CCCCc1ccc(NC(=O)C(C)CC)cc1 (stereo unspecified) | -1 | 99 | 101 | 0 | -2 | -2 | 15 | 8 | -3 | -0.1 | 14
CC(C)COc1ccc(C(=O)OC2CC(C)(C)OCC2CN(C)C)cc1 (stereo unspecified) | -2 | 97 | 96 | -2 | -1 | -7 | 1 | 4 | -6 | 0.5 | 23
COc1cc(-c2nnc3n2N=C(c2ccccc2)CS3)cc(OC)c1OC | -1 | 100 | 104 | 0 | 1 | -4 | 4 | 13 | 1 | 1.4 | 7
CC(C)OC(=O)/C(=C\C=C\c1ccccc1)NC(=O)c1ccccc1 | 0 | 103 | 101 | -21 | -3 | -1 | -1 | 10 | -4 | -0.2 | 41
C=CCn1c(COc2ccc(OC)cc2)nnc1SCn1nnc2ccccc2c1=O | -4 | 105 | 99 | -2 | 0 | -13 | 8 | 11 | -7 | 0.9 | 13
COc1cccc(N(C(=O)c2ccco2)C(C(=O)NC2CCCC2)c2ccc(N(C)C)cc2)c1 (stereo unspecified) | -12 | 98 | 100 | -9 | -3 | -18 | 12 | 11 | -10 | 2.8 | 34
O=C(CC1S/C(=N\S(=O)(=O)c2ccc(F)cc2)N(c2ccccc2)C1=O)Nc1ccccc1 (stereo unspecified) | -1 | 104 | 102 | -5 | -5 | -3 | -3 | 15 | -3 | -0.5 | 12
O=c1[nH]c2c(n(C3CCCCC3)c1=O)CCC2 | -8 | 102 | 101 | -16 | -2 | -9 | 3 | 20 | -7 | 0.1 | 31
CCCC(=O)Nc1cccc(-c2nc3ccccc3o2)c1 | -7 | 96 | 96 | -12 | 0 | -11 | 4 | 10 | -6 | 0.4 | 24
CN(C[C@H](Cc1ccccc1)N(C[C@@H](CC1CCCCC1)N(CCc1ccccc1)N=O)N=O)N=O | 3 | 112 | 112 | -2 | -3 | 3 | -1 | 6 | 7 | -0.3 | 21
CC1(C)CC(=O)c2c(-c3cccnc3)n[nH]c2C1 | -11 | 96 | 98 | -6 | -2 | -16 | 6 | 12 | -10 | 0.8 | 36
Cc1ccc(S(=O)(=O)N2CCN(C(=O)CSc3nnc(C)s3)C2)cc1 | -2 | 104 | 104 | -7 | -5 | 0 | 2 | 27 | -3 | 0.4 | 14
O=C(c1cc(-c2ccccc2)on1)N1CCN(C(=O)c2ccco2)CC1 | -2 | 99 | 102 | -1 | -3 | -1 | 3 | 17 | -5 | 0.8 | 18
CC(C)CN(CC(C)C)S(=O)(=O)N1CCC(C(=O)NCc2cccnc2)CC1 | 0 | 100 | 101 | -2 | 0 | -3 | 1 | 9 | -3 | 0.3 | 13
COC(=O)c1ccc2c(=O)n(NC(=O)C(c3ccccc3)c3ccccc3)c(=S)[nH]c2c1 | -4 | 106 | 102 | -1 | 0 | -8 | 0 | 10 | -5 | -0.2 | 39
N#Cc1cc2c(nc1SCC(N)=O)CCCCC2 | -6 | 97 | 97 | -17 | 4 | -9 | 0 | 10 | -7 | 0.0 | 56
O=C(NC(=S)Nc1ccccc1N1CCCC1)c1ccccc1[N+](=O)[O-] | -8 | 104 | 102 | -10 | -7 | -7 | 58 | 8 | -12 | 1.4 | 11
COc1ccc(OC)c(/C=N/NC(=O)c2cc[n+](CC(=O)c3ccccc3)cc2)c1 | 0 | 100 | 96 | -2 | 3 | 5 | 6 | 10 | 2 | 1.0 | 23
CCOC(=O)N1CCC(NC(=O)c2cc(C(=O)Nc3ccc(S(=O)(=O)N4CCOCC4)cc3)ccc2CO)CC1 | 1 | 101 | 94 | 0 | 0 | 0 | 6 | 10 | 0 | 2.0 | 11
N#Cc1ccccc1COc1ccc(/C=C/C(=O)O)cc1 | 0 | 101 | 101 | -1 | -1 | -5 | 9 | 10 | -4 | 0.0 | 20
CCOC(=O)C1=C(C)NC(=S)NC1C (stereo unspecified) | -1 | 109 | 106 | -4 | -6 | -3 | 5 | 13 | -7 | 4.2 | 13
CN(C(=O)CSc1nnc(Cc2cccc3ccccc23)n1N)C1CCS(=O)(=O)C1 (stereo unspecified) | -6 | 100 | 101 | -7 | 0 | -4 | 0 | 7 | -10 | -0.1 | 11
O=C(O)CSCc1c(F)cccc1Cl | -8 | 101 | 99 | -4 | -3 | -17 | 0 | 34 | -6 | 0.1 | 27
Cc1cccc(NC(=O)c2cc(NC(=O)C3CCCCC3C(=O)O)ccc2Cl)n1 (stereo unspecified) | -7 | 104 | 100 | 0 | 1 | -7 | 1 | 14 | -4 | 0.4 | 35
COc1ccc(C/C(C)=N/NC(=O)c2ccncc2)cc1 | 1 | 95 | 94 | -3 | -1 | 0 | 2 | 6 | -1 | 0.3 | 9
CCOc1ccccc1NC(=O)c1cccc(NC(=O)C(C)C)c1 | -6 | 103 | 98 | -3 | 0 | -3 | 7 | 9 | 0 | 0.7 | 13
COc1ccc(NS(=O)(=O)c2cc(NC(=O)/C=C/c3ccccc3OC)ccc2N2CCCCC2)cc1 | -7 | 105 | 105 | -10 | -6 | -2 | -7 | 5 | -7 | -1.3 | 9

Individual results from the entries so far.
Avidin bead fluor result of CCOC(=O)C1=C(C)NC(=S)NC1C (stereo unspecified) : 13
RGS4-Gao reg result of N#Cc1ccccc1COc1ccc(/C=C/C(=O)O)cc1 : 101
